# GRK2 aptamer HTS: human GRK2 inhibition via aptamer displacement; AID 488847; 330,000 tested, 0.59% active; P25098; inhibition of aptamer binding, % at 10 µM; bead flow cytometry, FAM-aptamer displacement from GRK2;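 active = inhibition of aptamer binding above 40%, roughly 3 SD of noise, on plates passing a quality check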;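 note: median bead fluorescence of bound FAM aptamer so fluorescent compounds give negative values; no value below 0 was filed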
# Target sequence (P25098 whole entry, looked up): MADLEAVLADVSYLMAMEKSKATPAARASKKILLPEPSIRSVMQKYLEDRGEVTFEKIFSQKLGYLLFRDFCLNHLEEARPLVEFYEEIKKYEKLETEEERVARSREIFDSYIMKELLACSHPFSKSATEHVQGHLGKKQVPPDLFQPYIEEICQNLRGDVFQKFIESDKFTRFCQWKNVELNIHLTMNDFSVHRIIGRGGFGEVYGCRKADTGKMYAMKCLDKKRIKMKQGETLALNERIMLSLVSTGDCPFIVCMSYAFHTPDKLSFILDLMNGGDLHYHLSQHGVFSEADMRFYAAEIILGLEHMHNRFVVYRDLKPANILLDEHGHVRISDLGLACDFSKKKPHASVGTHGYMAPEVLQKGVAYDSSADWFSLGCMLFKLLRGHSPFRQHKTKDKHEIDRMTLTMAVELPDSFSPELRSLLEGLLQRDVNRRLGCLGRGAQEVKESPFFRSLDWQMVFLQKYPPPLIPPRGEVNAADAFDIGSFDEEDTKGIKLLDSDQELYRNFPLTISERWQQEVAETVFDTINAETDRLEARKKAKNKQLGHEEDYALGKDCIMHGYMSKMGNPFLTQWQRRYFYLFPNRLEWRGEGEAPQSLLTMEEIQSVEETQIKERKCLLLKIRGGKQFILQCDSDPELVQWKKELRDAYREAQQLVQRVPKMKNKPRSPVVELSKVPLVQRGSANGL
# Starred values were filed as active, the others as inactive.
SMILES	GRK2 aptamer HTS
CCN(CC)C(=O)[C@H]1C[C@H](CC(=O)NCCCn2ccnc2)C(=O)N2CCc3c([nH]c4ccc(Cl)cc34)[C@]12C	24
COc1ccc2cc(C[C@@H]3CC[C@@H](CNC(N)=O)O3)ccc2c1	0
COc1ccc(-c2noc(CCC(=O)N3CCN(c4ccc(Cl)cc4)CC3)n2)cc1	0
COc1ccc(-c2c(C)cc3oc(=O)cc(-c4ccccc4)c3c2C)cc1OC	3
CC(C)(C)NC(=O)C[C@H]1C[C@H](C(=O)N2CCOCC2)[C@@]2(CCC3CCCC3)c3[nH]c4cc(-c5ccco5)ccc4c3CCN2C1=O	24
CC[C@@H]1C(c2ccc(F)cc2)=NN(c2ccc(Br)cc2)[C@H]1C(=O)N1CCOC1=O	2
COc1ccc(CNS(=O)(=O)c2ccc(N3CCCC3)cc2Br)cc1	5
Cc1ccc(C)c(N2CCN(C(=O)CCc3nc(-c4ccc(F)cc4)no3)CC2)c1	0
COc1ccc(CNC(=O)C[C@H]2C[C@H](C(=O)N3CCCCC3)[C@@]3(C)c4[nH]c5cc(-c6ccco6)ccc5c4CCN3C2=O)cc1OC	16
COc1ccc2[nH]c3c(c2c1)CCN1C(=O)C(CC(=O)NCCN2CCOCC2)C[C@H](C(=O)N2CCOCC2)[C@@]31CCC1CCCC1 (stereo not given in full)	0
Cc1ccnc(N=O)c1	0
COc1cc(C(CCN2CCOCC2)c2c(OC)cc(OC)c3c(-c4ccccc4)cc(=O)oc23)cc(OC)c1OC (stereo not given)	0
COc1ccc(CN2CC(COCc3ccccc3)Oc3ccccc3S2(=O)=O)cc1 (stereo not given)	0
C[C@]12c3[nH]c4ccc(Cl)cc4c3CCN1C(=O)[C@@H](CC(=O)NCc1cccc(C(F)(F)F)c1)C[C@@H]2C(=O)N1CCOCC1	5
Nc1ncnc2c1ncn2[C@@H]1O[C@H](CNS(=O)(=O)C2CC2)[C@@H](O)[C@H]1O	3

# The closing two entries of the part above open the next one.
SMILES	GRK2 aptamer HTS
C[C@]12c3[nH]c4ccc(Cl)cc4c3CCN1C(=O)[C@@H](CC(=O)NCc1cccc(C(F)(F)F)c1)C[C@@H]2C(=O)N1CCOCC1	5
Nc1ncnc2c1ncn2[C@@H]1O[C@H](CNS(=O)(=O)C2CC2)[C@@H](O)[C@H]1O	3
CC(C)N(C(=O)[C@H]1C[C@H](CC(=O)NCCN2CCOCC2)C(=O)N2CCc3c([nH]c4cc(CCC(=O)N(C)C)ccc34)[C@]12C)C(C)C	26
COCCCNC(=O)C[C@H]1C[C@H](C(=O)N2CCCCC2)[C@@]2(CCc3ccccc3)c3[nH]c4cc(-c5ccco5)ccc4c3CCN2C1=O	2
O=C(C[C@H]1C[C@H](C(=O)N2CCOCC2)[C@@]2(CCC3CCCC3)c3[nH]c4ccc(Cl)cc4c3CCN2C1=O)NCCCn1ccnc1	1
CC(C)N(C(=O)[C@H]1C[C@H](CC(=O)NCc2ccco2)C(=O)N2CCc3c([nH]c4cc(CCC(=O)N(C)C)ccc34)[C@]12C)C(C)C	3
COC(=O)c1ccc(CNC(=O)Cn2cnc(C(=O)Nc3ccc(C)c(C)c3)n2)cc1	2
COc1ccccc1C1CC(=O)Oc2cc(O)ccc21 (stereo not given)	0
CCOC(=O)C1=CNS(=O)(=O)NC1c1ccc(C(F)(F)F)cc1 (stereo not given)	0
C[C@]12c3[nH]c4ccc(Cl)cc4c3CCN1C(=O)[C@@H](CC(=O)NCCC1=CCCCC1)C[C@@H]2C(=O)N1CCOCC1	0
CC[C@]12c3[nH]c4cc(-c5ccco5)ccc4c3CCN1C(=O)[C@@H](CC(=O)NCC13CC4CC(CC(C4)C1)C3)C[C@@H]2C(=O)N1CCN(C(=O)C2CC2)CC1	6
COC(=O)CCN(Cc1cc(OC)ccc1OC)S(=O)(=O)c1ccccc1Br	0
O=C1c2ccccc2[C@@H]2C[C@@H](O)[C@H](Nc3cccc(C(F)(F)F)c3)CCN12	7
CCN(CC)C(=O)[C@H]1CC(CC(=O)NC/C=C(\C)CCC=C(C)C)C(=O)N2CCc3c([nH]c4ccc(OC)cc34)[C@]12C (stereo not given in full)	1
CC[C@]1(C(=O)OC)[C@H]2C(=O)N(C)C(=O)[C@H]2[C@H]2CN=C(SCc3ccc(OC)cc3)N21	0
NS(=O)(=O)c1ccc(N2N=C(c3ccccc3)CC2c2ccccc2Br)cc1 (stereo not given)	0
O=C(Cn1cnc2c(NCc3ccccc3)ncnc21)NCc1ccc2[nH]ccc2c1	0
COC(=O)[C@@]1(Cc2ccccc2)[C@H]2C(=O)N(C)C(=O)[C@H]2[C@H]2CN=C(SCc3ccccc3)N21	0
CC(C)(C)NC(=O)C(c1ccc(-c2ccccc2)cc1)N(C[C@H]1CC[C@@H]([C@@H]2CC[C@H](CO)O2)O1)C(=O)c1ccc2ccccc2c1 (stereo not given in full)	0
COc1ccccc1-c1noc(CCC(=O)N2CCN(c3cc(C)ccc3C)CC2)n1	0
CN(C)C(=O)CCc1ccc2c3c([nH]c2c1)[C@]1(C)[C@@H](C(=O)N2CCCCC2)C[C@H](CC(=O)NC(C)(C)C)C(=O)N1CC3	0
COc1ccc(CC(=O)N[C@@H]2c3ccccc3CC[C@@H]2OCc2ccccc2)cc1	2
COc1ccc2[nH]c3c(c2c1)CCN1C(=O)C(CC(=O)NCCN2CCOCC2)C[C@H](C(=O)N2CCCCC2)[C@@]31C (stereo not given in full)	25
CC[C@]12c3[nH]c4cc(CCC(=O)N(C)C)ccc4c3CCN1C(=O)[C@@H](CC(=O)NCc1cccc(C(F)(F)F)c1)C[C@@H]2C(=O)N1CCN(C(=O)C2CC2)CC1	4
C[C@]12c3[nH]c4cc(-c5ccco5)ccc4c3CCN1C(=O)[C@@H](CC(=O)NCCc1ccccn1)C[C@@H]2C(=O)N1CCCCC1	0
C=C1c2cccc(C(F)(F)F)c2O[C@H](C(=O)OCC)[C@H]1OC	2
O=C1c2ccccc2[C@@H]2C[C@@H](O)[C@H](Nc3ccccc3)CCN12	0
Cc1cc2c(c(C)c1Cl)C(c1ccc3c(c1)OCO3)CC(=O)O2 (stereo not given)	3
CN(C)C(=O)CCc1ccc2c3c([nH]c2c1)[C@]1(C)[C@@H](C(=O)N2CCOCC2)C[C@H](CC(=O)NCCCn2ccnc2)C(=O)N1CC3	0
C[C@]12c3[nH]c4ccc(Cl)cc4c3CCN1C(=O)[C@@H](CC(=O)NCCc1ccccn1)C[C@@H]2C(=O)N1CCOCC1	2
OC[C@@H]1[C@@H](c2ccccc2)C(c2cccc(Cl)c2)=NN1c1ccccc1	1
COc1cc(-c2cccc([C@H]3[C@@H]4C=CC[C@@H](C)[C@@H]4C(=O)N3Cc3ccccc3)c2)cc(OC)c1OC	1

# Part of the list above in order of number of heavy atoms, descending.
SMILES	GRK2 aptamer HTS
CC[C@]12c3[nH]c4cc(CCC(=O)N(C)C)ccc4c3CCN1C(=O)[C@@H](CC(=O)NCc1cccc(C(F)(F)F)c1)C[C@@H]2C(=O)N1CCN(C(=O)C2CC2)CC1	4
COc1cc(-c2cccc([C@H]3[C@@H]4C=CC[C@@H](C)[C@@H]4C(=O)N3Cc3ccccc3)c2)cc(OC)c1OC	1
COc1ccc(CC(=O)N[C@@H]2c3ccccc3CC[C@@H]2OCc2ccccc2)cc1	2

# Some of the entries above, reformatted:
COc1ccccc1-c1noc(CCC(=O)N2CCN(c3cc(C)ccc3C)CC2)n1
- GRK2 aptamer HTS: 0

Cc1cc2c(c(C)c1Cl)C(c1ccc3c(c1)OCO3)CC(=O)O2 (stereo not given)
- GRK2 aptamer HTS: 3

COC(=O)[C@@]1(Cc2ccccc2)[C@H]2C(=O)N(C)C(=O)[C@H]2[C@H]2CN=C(SCc3ccccc3)N21
- GRK2 aptamer HTS: 0

CC[C@]12c3[nH]c4cc(CCC(=O)N(C)C)ccc4c3CCN1C(=O)[C@@H](CC(=O)NCc1cccc(C(F)(F)F)c1)C[C@@H]2C(=O)N1CCN(C(=O)C2CC2)CC1
- GRK2 aptamer HTS: 4

# The results go on:
SMILES	GRK2 aptamer HTS
CCCCCCCCCC(=O)N[C@@H]1c2cc(OC)c(OC)cc2C[C@H]1OCc1ccccc1	0
CC[C@]1(C(=O)OC)[C@H]2C(=O)N(Cc3ccccc3)C(=O)[C@H]2[C@H]2CN=C(SCc3ccccc3)N21	0
O=C1OCCN1C(=O)[C@H]1[C@H](c2ccccc2)C(c2cccc(Cl)c2)=NN1c1ccccc1	3
CCCCNS(=O)(=O)c1ccc(Br)cc1N1CCC[C@H]1CO	0
CCOC(=O)C1=CN(Cc2ccco2)S(=O)(=O)N(C)C1c1ccccc1 (stereo not given)	0
COC(=O)[C@H](Cc1ccccc1)NC(=O)Cn1cnc2c(NCc3ccccc3)ncnc21	2
CCN1C(=O)[C@H]2[C@H]3CN=C(SCc4ccccc4)N3[C@@](CC)(C(=O)OC)[C@H]2C1=O	2
COC(=O)C(C(C)C)N(Cc1cc(OC)cc(OC)c1)S(=O)(=O)CCl (stereo not given)	3
COc1ccc2[nH]c3c(c2c1)CCN1C(=O)C(CC(=O)NCc2ccc(OC)c(OC)c2)C[C@H](C(=O)N(C(C)C)C(C)C)[C@@]31C (stereo not given in full)	0
COc1ccccc1-c1sc2ccccc2c1-c1ccc(OCCN2CCOCC2)cc1	1
C[C@@H](c1ccccc1)N1Cc2ccccc2Oc2cc(Br)ccc2S1(=O)=O	0
COCCS(=O)(=O)N(Cc1ccc(Br)cc1)[C@@H](C)C(=O)OC	0
CC(C)(C)OC(=O)N[C@H]1C=C[C@H](OC(=O)CC(=O)OCC(F)(F)F)C1	0
Nc1ncnc2c1ncn2[C@@H]1O[C@H](CNC(=O)[C@@H](N)COCc2ccccc2)[C@@H](O)[C@H]1O	0
CCCN1Cc2cc(OC)ccc2-c2ccccc2S1(=O)=O	0
CCOC(=O)C1=C(C)c2ccccc2N(C(=O)OC)C1(C)C(=O)OCC (stereo not given)	2
CC[C@@H](C)[C@H](N)C(=O)NC[C@H]1O[C@@H](n2cnc3c(N)ncnc32)[C@H](O)[C@@H]1O	5
COCCCNC(=O)C[C@H]1C[C@H](C(=O)N(C(C)C)C(C)C)[C@@]2(C)c3[nH]c4ccc(Cl)cc4c3CCN2C1=O	0
COc1cccc(-c2sc3ccc(OC)cc3c2-c2ccc(OCCN3CCCCC3)cc2)c1	0
Cc1ccc(S(=O)(=O)N2C[C@@H]3[C@H]4CC[C@H](C4)[C@@H]3[C@@H](C)C2CC(=O)c2ccccc2)cc1 (stereo not given in full)	4
CC(=O)c1ccsc1-c1c(C)cc2oc(=O)cc(-c3ccccc3)c2c1C	1
COc1ccc2[nH]c3c(c2c1)CCN1C(=O)C(CC(=O)NCCCn2ccnc2)C[C@H](C(=O)N2CCCCC2)[C@@]31C (stereo not given in full)	5
COc1ccc(CN2C[C@H]3CCCN3c3cc(Br)ccc3S2(=O)=O)cc1	3
CCN(CC)C(=O)[C@H]1C[C@H](CC(=O)NC(C)(C)C)C(=O)N2CCc3c([nH]c4cc(CCC(=O)N(C)C)ccc34)[C@]12C	50*
CC[C@]1(C(=O)OC)[C@H]2C(=O)N(C)C(=O)[C@H]2[C@H]2CN(C)C(=NCc3ccccc3)N21	4
COc1cc(OC)c2c(-c3ccccc3)cc(=O)oc2c1C(CCN1CCOCC1)c1ccc2c(c1)OCO2 (stereo not given)	0
COC(=O)Cn1cnc2c(Cl)nc(F)nc21	5
CCN(CC)C(=O)[C@H]1C[C@H](CC(=O)NCCN2CCOCC2)C(=O)N2CCc3c([nH]c4cc(-c5ccco5)ccc34)[C@]12C	0
CCN1C(=O)[C@H]2[C@H]3CN=C(SCc4ccc(Cl)cc4)N3[C@@](Cc3ccccc3)(C(=O)OC)[C@H]2C1=O	0
CC(=O)N(O)CCCCCNC(=O)CCC(=O)N(O)CCCCCNC(=O)CCC(=O)N(O)CCCCCNC(=O)CCC(=O)O	0
O=C(N[C@@H]1c2ccccc2CC[C@@H]1OCc1ccccc1)c1ccc(C(F)(F)F)cc1	1
COc1cc2oc(=O)cc(-c3ccc(-c4ccc(C(F)(F)F)cc4)cc3)c2c(OC)c1OC	2
COc1ccc(C2CC(c3ccccc3Br)=NN2c2ccc(S(N)(=O)=O)cc2)cc1 (stereo not given)	1
O=C1c2ccccc2C(=O)N1CCCc1cn(C[C@H]2CC[C@H](Cn3cc(CCCN4C(=O)c5ccccc5C4=O)nn3)O2)nn1	3
COc1ccccc1[C@@H]1C(c2cccc(C)c2)=NN(c2ccc(Br)cc2)[C@H]1C(=O)N1CCOC1=O	2
COc1ccc(C(C(=O)NC(C)(C)C)N(C[C@H]2CC[C@@H]([C@@H]3CC[C@H](CO)O3)O2)C(=O)c2ccccc2)cc1 (stereo not given in full)	2

# Single entries from the results shown.
# Value for COc1cc2oc(=O)cc(-c3ccc(-c4ccc(C(F)(F)F)cc4)cc3)c2c(OC)c1OC under GRK2 aptamer HTS: 2
# Value for COc1ccc(C(C(=O)NC(C)(C)C)N(C[C@H]2CC[C@@H]([C@@H]3CC[C@H](CO)O3)O2)C(=O)c2ccccc2)cc1 (stereo not given in full) under GRK2 aptamer HTS: 2
# Value for O=C(N[C@@H]1c2ccccc2CC[C@@H]1OCc1ccccc1)c1ccc(C(F)(F)F)cc1 under GRK2 aptamer HTS: 1
# Value for COc1ccc(C2CC(c3ccccc3Br)=NN2c2ccc(S(N)(=O)=O)cc2)cc1 (stereo not given) under GRK2 aptamer HTS: 1
# Value for COc1ccccc1[C@@H]1C(c2cccc(C)c2)=NN(c2ccc(Br)cc2)[C@H]1C(=O)N1CCOC1=O under GRK2 aptamer HTS: 2
# Value for O=C1c2ccccc2C(=O)N1CCCc1cn(C[C@H]2CC[C@H](Cn3cc(CCCN4C(=O)c5ccccc5C4=O)nn3)O2)nn1 under GRK2 aptamer HTS: 3

# Bioassay records as filed in PubChem BioAssay.

# These rows are one share of the data (hit frequency here may not be typical).
